sPLA2-III inh: Blocks human group III sPLA2 activity. inhibition, % at 12.2 µM. 370,000 compounds, 0.56% hits. QFRET BODIPY PC-A2 liposome hydrolysis, fluorescence;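 active = inhibition above mean plus 3 SD of compounds lying within the high and low control bounds, cut at about 19% in these data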;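 note: 0% = median of test compound wells and 100% = no enzyme DMSO wells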
Target sequence (Q9NZ20 whole entry, looked up): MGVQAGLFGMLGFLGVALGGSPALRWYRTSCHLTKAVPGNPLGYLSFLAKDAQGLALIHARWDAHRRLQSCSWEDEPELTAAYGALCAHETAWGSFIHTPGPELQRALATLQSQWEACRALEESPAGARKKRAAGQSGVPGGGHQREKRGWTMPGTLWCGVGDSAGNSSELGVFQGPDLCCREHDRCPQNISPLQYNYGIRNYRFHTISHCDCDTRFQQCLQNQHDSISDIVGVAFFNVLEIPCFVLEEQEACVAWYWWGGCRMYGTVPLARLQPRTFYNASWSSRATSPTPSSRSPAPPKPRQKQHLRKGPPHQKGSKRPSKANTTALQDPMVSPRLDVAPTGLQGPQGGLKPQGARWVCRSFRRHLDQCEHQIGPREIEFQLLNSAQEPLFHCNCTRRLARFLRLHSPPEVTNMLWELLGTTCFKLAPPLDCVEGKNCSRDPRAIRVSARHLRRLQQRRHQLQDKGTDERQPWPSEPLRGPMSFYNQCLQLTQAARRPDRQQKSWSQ
FXN GAA850 act: increases GAA850 frataxin promoter reporter activity | HEK293 lucGAA850 FXN promoter luciferase reporter, 24 h; percent of 10 µM SAHA response | activation, % at 6 µM | 360,000 compounds, 0.56% hits;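 active = activation above the average of all compounds screened plus 3 SD, cutoff fixed separately per campaign, cut at about 7.5% in these data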;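 note: 0% = DMSO wells and 100% = 10 µM SAHA wells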
PLCb3 inh: PLC-beta3 (human) inhibition, primary screen | Q01970 | Purified PLC-beta3, fluorogenic substrate, fluorescence | inhibition, % at 12.2 µM | 370,000 compounds, 0.18% hits; in the data active = inhibition above about 11%;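 note: 0% = median of compound wells on plate and 100% = full blocker control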
ADAM10 inh: inhibitors of human ADAM10. O14672. recombinant ADAM10, EDANS/DABCYL FRET peptide cleavage, 3 h. inhibition, % at 7 µM. 370,000 compounds, 0.62% hits;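 active = inhibition above a per-campaign cutoff equal to the mean of compounds falling between control-based bounds plus 3 SD, cut at about 20% in these data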;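 note: 0% = DMSO wells while the 100% control is not disclosed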
Target sequence (O14672 214-748 limits assumed): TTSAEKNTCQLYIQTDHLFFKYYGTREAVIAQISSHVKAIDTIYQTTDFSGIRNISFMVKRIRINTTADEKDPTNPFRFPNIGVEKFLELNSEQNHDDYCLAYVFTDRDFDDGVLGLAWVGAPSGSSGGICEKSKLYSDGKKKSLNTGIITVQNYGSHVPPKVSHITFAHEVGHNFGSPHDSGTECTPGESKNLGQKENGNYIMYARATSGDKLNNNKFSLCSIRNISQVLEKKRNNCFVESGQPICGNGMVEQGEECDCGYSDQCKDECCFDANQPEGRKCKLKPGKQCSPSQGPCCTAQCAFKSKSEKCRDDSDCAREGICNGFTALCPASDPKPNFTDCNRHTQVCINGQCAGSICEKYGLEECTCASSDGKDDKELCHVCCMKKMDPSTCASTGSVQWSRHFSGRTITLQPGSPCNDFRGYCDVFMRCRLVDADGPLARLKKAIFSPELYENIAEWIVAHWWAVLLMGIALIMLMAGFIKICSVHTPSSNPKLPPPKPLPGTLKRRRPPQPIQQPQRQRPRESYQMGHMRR
hcDAF-12 act: activates DAF-12 receptor from parasite H. contortus | activation, % at 6.8 µM | HEK293 hcDAF-12 lit1-tk-luc reporter, luminescence; 0% DMSO, 100% Δ7-dafachronic acid | AID 652067 | 370,000 compounds, 1.4% hits;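 active = activation above the mean of all tested compounds plus 3 SD, cut at about 5.5% in these data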;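 note: 100% = response to 3 µM Δ7-dafachronic acid high control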
ADAM17 inh: ADAM17 inhibition, QFRET primary screen; P78536; 370,000 compounds, 0.83% hits; inhibition, % at 6.95 µM; recombinant ADAM17, EDANS/DABCYL FRET peptide cleavage;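 active = inhibition above the mean of compounds lying between control limits plus 3 SD, set per campaign, cut at about 8.5% in these data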;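 note: 0% = DMSO-only wells as the low control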
ssDAF-12 act: S. stercoralis DAF-12 activation, primary screen; HEK293 ssDAF-12/GRIP1 lit1-tk-luc reporter, luminescence; % of 3 µM dafachronic acid response; activation, % at 6.8 µM; 370,000 compounds, 1% hits;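 active = activation above the mean over all tested compounds plus 3 SD, cut at about 0.9% in these data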;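 note: 0% = DMSO-only wells and 100% = 3 µM delta7-dafachronic acid wells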
hgDAF-12 ag: agonists of H. glycines DAF-12 nuclear receptor; activation, % at 6.8 µM; HEK293 GAL4-hgDAF12 UAS-luciferase reporter, agonist luminescence; normalized to butyrate control; AID 687014; 370,000 compounds, 1.8% hits;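 active = activation above a cutoff set at the mean of all screened compounds plus 3 SD, cut at about 10% in these data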;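 note: 0% = DMSO wells and 100% = sodium butyrate wells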
DAX1 inh-1: blocks DAX1 repression of SF-1 activated StAR promoter | inhibition, % at 6.8 µM | 370,000 compounds, 1.1% hits | AID 652010 | HEK293T StAR-luciferase reporter, SF-1/DAX-1 repression relief;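 active = inhibition above the mean over all tested compounds plus 3 SD, cut at about 3.6% in these data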;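 note: 0% = DAX-1 cells with DMSO and 100% = cells lacking DAX-1 with DMSO; higher inhibition means more luminescence from relief of DAX-1 repression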
PLCg1 inh: PLC-gamma1 (human) inhibition, primary screen. P19174. purified PLC-gamma1, fluorogenic substrate, fluorescence. inhibition, % at 12.2 µM. 370,000 compounds, 0.84% hits. AID 720700; in the data active = inhibition above about 9.5%
DAX1 inh-2: NR0B1 (DAX1) inhibition; AID 504766; HEK293 Gal4-DAX1 luciferase reporter, luminescence; 340,000 compounds, 0.99% hits; P51843; inhibition, % at 6.75 µM;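 active = inhibition above the mean over all tested compounds plus 3 SD, cut at about 4.2% in these data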;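 note: 0% = DAX1-transfected cells with DMSO and 100% = empty-vector control cells with DMSO; inhibition shows as a rise in luminescence from relieved DAX1 repression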
* hit, by the source's call; nt = not tested or not shown.

SMILES | sPLA2-III inh | FXN GAA850 act | PLCb3 inh | ADAM10 inh | hcDAF-12 act | ADAM17 inh | ssDAF-12 act | hgDAF-12 ag | DAX1 inh-1 | PLCg1 inh | DAX1 inh-2
CCOc1ccc(-c2csc(C3COc4ccccc4O3)n2)cc1 (stereo unspecified) | 5 | 1.0 | 2 | 2 | 0.3 | 2 | -0.5 | 2.0 | 0.7 | 3 | -0.9
C[C@H]1CN([C@@H](C)CO)C(=O)CCCn2nncc2CO[C@@H]1CN(C)Cc1ccccc1 | 1 | -0.5 | 1 | -5 | -0.8 | -1 | -1.1 | -1.0 | 0.9 | -4 | 0.4
CN(c1ccc(C(=O)Nc2cccnc2)cc1)S(=O)(=O)c1ccc(Cl)cc1 | -8 | -0.8 | -5 | -5 | -1.4 | -2 | -1.8 | 0.4 | 0.5 | 1 | -0.9
O=C(OCc1cnc(Cl)s1)c1cccc(Cl)c1 | -3 | 2.0 | 0 | 0 | -1.0 | -2 | -1.3 | 2.0 | 0.5 | 1 | 1.9
CCOC(=O)CNC(=O)CN1C(=O)CC(c2ccco2)Sc2ccccc21 (stereo unspecified) | -1 | 2.3 | -3 | -7 | 0.5 | -1 | -0.8 | -1.1 | -0.1 | 5 | -0.2
COc1cccc(NC(=S)N(CCc2nc3cc(C)c(C)cc3[nH]2)Cc2cccnc2)c1 | 4 | -0.8 | -3 | -12 | -0.7 | -1 | -1.7 | 2.7 | 0.9 | 2 | -0.5
CCN(CC)S(=O)(=O)c1cc(NC(=O)COC(=O)Cn2cnc3ccccc32)ccc1C | -3 | 0.5 | 2 | 1 | 0.5 | 0 | -1.1 | 0.1 | 0.5 | -3 | 1.8
CCS(=O)(=O)n1nc(C(=O)N2CCOCC2)nc1N | 7 | 0.5 | 1 | 5 | -1.6 | -5 | -0.8 | -0.6 | -0.4 | -5 | -0.9
COc1ccc(-c2ccc(C(=O)O)o2)c([N+](=O)[O-])c1 | 1 | 0.9 | -191 | -169 | -0.1 | -64 | -1.2 | 2.5 | -0.1 | -184 | -0.1
Cc1ccccc1N(C(=O)c1cccs1)c1nc2ccccc2s1 | 6 | -0.3 | 0 | 2 | 0.2 | 2 | 0.6 | 2.6 | -0.2 | -1 | 0.1
Cc1ccccc1N1CC(C(=O)NC2CCCC2)CC1=O (stereo unspecified) | 4 | 0.8 | -2 | 5 | -0.9 | 4 | -0.3 | 0.6 | 0.3 | 2 | 1.0
Cc1cc(C)cc(C(=O)NCC(=O)OC(C)C(=O)N(C)c2ccccc2)c1 (stereo unspecified) | -2 | 1.4 | 1 | -4 | -0.6 | -1 | -0.6 | -1.0 | 0.3 | -1 | 0.2
CCOC(=O)Cn1c(=O)oc2cc(S(=O)(=O)Nc3cc(OCC)ccc3OCC)ccc21 | -9 | -1.2 | 4 | 3 | -2.0 | 3 | -1.2 | 0.5 | -0.3 | 2 | -1.1
Cc1c2cnn(-c3ccccc3)c(=O)c2c(C)n1CCCC(=O)NCCN1CCN(C)CC1 | 2 | -0.7 | -9 | 2 | 2.6 | -3 | 0.6 | 5.4 | 0.3 | -3 | -0.3
COc1ccccc1N(CC(=O)N(CC(C)C)CC(C)C)S(=O)(=O)c1cccs1 | 0 | 1.4 | 4 | 12 | -0.3 | 4 | -0.6 | 1.8 | -0.6 | 1 | 1.4
Nc1nc(Cl)cc(Oc2ccc(Cl)cc2)n1 | -2 | 3.6 | -5 | 2 | -2.1 | -3 | -1.2 | 2.5 | -1.1 | 0 | 2.3
CC1Sc2n(c3ccccc3[n+]2C)N=C1c1ccccc1 (stereo unspecified) | 12 | 0.7 | 0 | -13 | -2.7 | -3 | -1.6 | -8.4 | -2.3 | 5 | -1.4
Cc1c(C(=O)N2CCCC2)c(S(=O)(=O)N2CCN(c3ccccc3F)CC2)c(C)n1C | -2 | 0.1 | -3 | 2 | -1.7 | -3 | -1.2 | -1.7 | -1.9 | 3 | 0.7
Cc1coc2c(C)c3oc(=O)c(CCC(=O)N4CCC(C(=O)NCCCC(=O)O)(c5ccccc5)CC4)c(C)c3cc12 | -13 | 0.3 | -383 | -248 | -0.1 | -85 | -0.6 | 1.3 | 0.0 | -249 | 0.7
Cc1cccc(C)c1N=C1SC(CC(=O)Nc2c(C)cccc2C)C(=O)N1CCc1ccccn1 (stereo unspecified) | -9 | -0.3 | 1 | 3 | -1.8 | 3 | -0.4 | -2.8 | -0.1 | 5 | 1.4
O=c1[nH]cnc2c1nc(SCc1ccccc1)n2C1OC(CO)C(O)C1O (stereo unspecified) | 1 | -0.9 | 0 | 4 | -0.1 | -5 | -1.3 | -0.4 | -0.2 | 1 | 1.4
O=C1NC(=O)/C(=C/c2ccc(-c3cccc([N+](=O)[O-])c3)o2)S1 | 3 | 1.5 | -1 | 0 | -0.6 | -2 | -0.9 | 0.2 | 0.0 | 1 | -0.3
O=c1[nH]cnc2c1C(c1ccccc1)c1c(nc[nH]c1=O)O2 | -2 | -0.7 | -5 | 0 | -1.1 | 1 | -0.9 | -3.0 | 0.5 | 1 | -0.4
CCOC(=O)C1CCN(c2ccc(-c3cccs3)nn2)CC1 | 3 | 3.9 | -38 | -49 | -2.6 | -16 | -1.0 | 1.1 | -0.1 | -28 | 1.0
COc1cccc(C(=O)O/N=C(\N)c2ccc([N+](=O)[O-])cc2)c1 | 4 | 0.8 | 9 | -3 | -1.7 | -1 | -0.9 | -1.5 | -0.1 | -3 | -0.5
CCOc1ccc(CCNC(=O)CCN2C(=O)COc3ccccc32)cc1OCC | 4 | 1.3 | 1 | 0 | -1.3 | -8 | -1.4 | 1.3 | 0.1 | -3 | 2.1
CC1CN(C(=O)COC(=O)CSc2ccc([N+](=O)[O-])cc2)CC(C)O1 (stereo unspecified) | -5 | -2.8 | 7 | 7 | -0.2 | 2 | -0.5 | 0.5 | 0.4 | 3 | 1.0
CCC1=Nc2cc(C(=O)NCCN3CCCC3)ccc2Sc2ccccc21 | 4 | 1.0 | -5 | 1 | -0.4 | -3 | -1.2 | 1.4 | -0.4 | 5 | 1.6
C[C@H](CO)N1C[C@H](C)[C@@H](CN(C)C(=O)NC2CCCCC2)Oc2ccc(NS(=O)(=O)c3ccc(F)cc3)cc2C1=O | -3 | 0.3 | 0 | 2 | -0.3 | -1 | -1.3 | -1.1 | -0.1 | -1 | -0.7
CC(=O)Oc1ccc(N2C(=O)CCC2=O)cc1 | 3 | 0.2 | 3 | -2 | 0.1 | -2 | -0.8 | 3.7 | -0.8 | 3 | 1.6

Look-ups from the entries so far.
ADAM17 inh with Cc1coc2c(C)c3oc(=O)c(CCC(=O)N4CCC(C(=O)NCCCC(=O)O)(c5ccccc5)CC4)c(C)c3cc12 → -85
FXN GAA850 act with O=C1NC(=O)/C(=C/c2ccc(-c3cccc([N+](=O)[O-])c3)o2)S1 → 1.5

The listing continues:
SMILES | sPLA2-III inh | FXN GAA850 act | PLCb3 inh | ADAM10 inh | hcDAF-12 act | ADAM17 inh | ssDAF-12 act | hgDAF-12 ag | DAX1 inh-1 | PLCg1 inh | DAX1 inh-2
Cc1ccc(C(=O)NCC(=O)Nc2cccc(S(=O)(=O)NC3=NCCCCC3)c2)cc1C | -15 | 0.5 | 3 | 0 | 0.6 | 1 | -0.4 | 1.7 | 0.0 | 3 | -1.0
COc1ccc(C2=NOC(C(=O)N3CCCc4ccccc43)C2)cc1 (stereo unspecified) | -2 | 2.5 | -1 | 2 | -1.7 | -3 | -1.1 | -4.0 | 0.2 | 1 | 0.0
COc1cccc(CNC(=O)C2CC(=O)N(C3CCCCC3)C2)c1 (stereo unspecified) | 3 | -2.4 | -6 | 8 | -0.1 | 0 | -0.8 | 2.7 | -0.1 | 3 | 1.2
COc1cc(NC(=O)c2cc3nc(-c4ccccc4)cc(-c4ccccc4)n3n2)cc(OC)c1OC | 4 | 0.6 | -5 | -11 | 2.1 | 0 | -0.8 | 0.5 | 0.7 | 2 | -0.8
O=[N+]([O-])c1cccc(S(=O)(=O)Nc2ccc3cn[nH]c3c2)c1 | -19 | 0.8 | -13 | -37 | 0.3 | -4 | -0.4 | 1.3 | -1.9 | -9 | -0.3
Cc1ccc(C)c(N2CCN(C(=O)c3ccccc3Br)CC2)c1 | -3 | 1.3 | 3 | 15 | -1.3 | 3 | -0.9 | 1.7 | -0.4 | 5 | 0.6
O=C(c1ccco1)N1CCN(C(=O)N2c3ccccc3Sc3ccccc32)CC1 | -5 | 4.5 | 1 | 17 | -1.0 | 2 | -1.4 | -1.5 | 1.2 | 0 | 1.4
Cc1ccc(C(=O)NCC(=O)OCC(=O)NC(C)C2CC3CCC2C3)cc1 (stereo unspecified) | -4 | 1.7 | -4 | -8 | 1.1 | -1 | -1.0 | -2.6 | 1.6 | 0 | -1.0
CC(C)C[C@H]1COc2cccc(F)c2S(=O)(=O)N1C | 0 | nt | -3 | 5 | -1.5 | -1 | -1.9 | 0.1 | 0.5 | 0 | nt
COc1ccc(CN2CC34C=CC(O3)C(C(=O)O)C4C2=O)cc1 (stereo unspecified) | 6 | -0.1 | 1 | -7 | -0.2 | -2 | -0.8 | -3.6 | -0.5 | 1 | 2.5
CCN(CC(=O)Nc1cccc(C#N)c1)CC(=O)Nc1cccc(OC)c1 | -12 | -0.6 | -2 | 4 | -1.6 | -1 | -1.8 | -3.2 | -1.0 | -3 | 0.4
CCC(C)N(C(=O)c1ccc(CNC(=O)c2cccc(Br)c2)cc1)C(C)CC (stereo unspecified) | -17 | nt | -2 | 6 | -1.5 | 1 | -1.6 | -4.2 | -1.2 | -2 | nt
COC(=O)CSc1nnc(Cc2ccccc2)n1-c1ccc(C)cc1 | -6 | -1.4 | -1 | -3 | -0.5 | -2 | -0.9 | -0.9 | -0.6 | -2 | -0.4
CCCNC(=O)COc1ncnc2sccc12 | 1 | 3.8 | -17 | -12 | -1.5 | -10 | -1.2 | -1.2 | 0.2 | -7 | -0.6
O=C(NCc1ccc(F)cc1)c1cc2n(n1)C(C(F)(F)F)CC(C1CC1)N2 (stereo unspecified) | 10 | -2.1 | 4 | -2 | -2.3 | 2 | -1.2 | 1.3 | 0.9 | 2 | -1.2
CN(C)c1ccc(C(CNC(=O)c2cccs2)N(C)C)cc1 (stereo unspecified) | 2 | 2.9 | -4 | -7 | -0.1 | -4 | -0.3 | 4.3 | 0.5 | 0 | 3.7
COc1cccc(CC(=O)Nc2nc(-c3cccnc3)cs2)c1 | -8 | -0.3 | -12 | -5 | -1.9 | -1 | -1.9 | 1.0 | 0.7 | -7 | -0.4
CCCC(NC(=O)CCc1c(C)c2cc3c(C)c(C)oc3cc2oc1=O)C(=O)NC(Cc1ccc(Cl)cc1)C(=O)O (stereo unspecified) | -8 | -0.8 | -320 | -340 | 1.0 | -97 | -0.3 | -2.6 | 1.3 | -256 | nt
CCC(C)(C)n1nnnc1C(c1cccs1)N1CCN(c2nc3ccccc3s2)CC1 (stereo unspecified) | 0 | -1.6 | 3 | 0 | -0.5 | -5 | -1.3 | 0.7 | -0.5 | -1 | 0.3

Source: PubChem BioAssay (The Scripps Research Institute Molecular Screening Center)
